Screening results deposited in PubChem by National Center for Advancing Translational Sciences (NCATS).
ELG1 DNA repair: qHTS screen for small molecules that inhibit ELG1-dependent DNA repair in human embryonic kidney (HEK293T) cells expressing luciferase-tagged ELG1. Potency, µM (series often up to 46.1 µM), for inactives: at the top dose activity change, negative = inhibition, hits mostly inhibitors. HEK293T ELG1-luciferase reporter, luminescence, 16 h; DNA damage induced by 5-fluorouridine. AID 504467, 2011. hit rate 2.3% among 330,000; further: potency means the concentration at half of the fitted maximal effect; on the % scale 0 is the no-effect control and ±100 the full control effect; nearly all actives have a fitted effect of over 55% in size
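DMSO vehicle served as the neutral condition. Each well held 2,000 cells given 5-fluorouridine plus compound; after 16 hr at 37 °C/5% CO2, ONE-Glo was added and luciferase measured 30 min later.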
Rab9 prom act: qHTS Assay for Rab9 Promoter Activators | Huh7 Rab9 promoter-luciferase reporter, luminescence, 24 h | Potency, µM (titrated, usually from 9.22 µM), inactives show at the highest dose activation, negative = inhibition, actives largely listed as activators | hit rate 2.8% among 320,000 | AID 485297, 2010; further: potency means the concentration at half of the fitted maximal effect; % of control where 0% means no effect; nearly all actives have a fitted effect of over 60% in size
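Huh7 cells stably carrying a Rab9 promoter-luciferase reporter, 1500 cells per well in OP-MEM I with 10% FBS, treated with compound 24 hours at 37C. Luciferase activity read by luminescence after 10 minutes with Amplite reagent.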
KCNH2 3.1 inh: qHTS for Inhibitors of KCHN2 3.1: Mutant qHTS. Potassium voltage-gated channel subfamily H member 2, brain isoform KCNH2 3.1 (human). U2OS KCNH2 3.1, thallium flux FluxOr; active compounds read low. activity change, % (tested at about 1.8 µM). hit rate 0.95% among 340,000. AID 720553, 2013;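 active means maximum activity change below -70%; inconclusive means maximum activity change from -70% to -50%; inactive means maximum activity change above -50%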;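 further: thallium influx rate constant from kinetic fluorescence after stimulation buffer; on the % scale 0 is the no-effect control and ±100 the full control effect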
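Steps: virus added to U2OS suspension (4 h, RT, dark); medium with 10% FBS added, cells plated, 37 C overnight; FluxOr/Red40 loading buffer 45 min RT; stimulation buffer, 2 min kinetic read; rate constant normalized.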
VP16 counter: VP16 counterscreen qHTS for inhibitors of ROR gamma transcriptional activity | Drosophila S2 Gal4-VP16 UAS-luciferase, luminescence, 20 h | Potency, µM (series often up to 53.6 µM), inactives show top-dose activity, negative = inhibition, actives largely listed as inhibitors | hit rate 3.5% among 310,000 | AID 2546, 2010;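 further: Gal4-VP16 expression switched on by copper sulfate through the metallothionein promoter; potency means the concentration at half of the fitted maximal effect; on the % scale 0 is the no-effect control and ±100 the full control effect; nearly all actives have a fitted effect of over 50% in size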
NPC1 prom act: qHTS Assay for NPC1 Promoter Activators. Huh7 NPC1 promoter luciferase reporter, 24 h. Potency, µM (highest dose often 9.22 µM), for inactives: top-dose activation, actives largely listed as activators. hit rate 2.4% among 320,000;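 further: potency means the concentration at half of the fitted maximal effect; % of control where 0% means no effect; nearly all actives have a fitted effect of over 60% in size; reporter is driven by a mutant NPC1 promoter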
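Luminescence from an NPC1 promoter-driven luciferase reporter in stably transfected Huh7 cells was measured after 24 h compound treatment at 37 °C, followed by 10 min ambient incubation with luciferase detection reagent.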
Menin-MLL TR inh: qHTS Assay for Inhibitors Targeting the Menin-MLL Interaction in MLL Related Leukemias: Competition With Texas Red Labeled MLL-derived Mutant Peptide. hit rate 0.23% among 270,000. Potency, µM (titrated, usually from 61.6 µM), for the others: at the highest dose FP activity change, negative = inhibition, actives largely listed as inhibitors. Menin + Texas Red MLL mutant peptide, fluorescence polarization. AID 1768, 2009; active means well fitted inhibition curve with a large enough effect in the polarisation, with a control signal flat, not every such curve was filed as active; inconclusive means small, poorly fitted or top-dose-only effect, or effect the other way, or a change in a side signal; inactive means no such curve, though single readings can be large or run the other way; the % refers to the polarisation; further: potency means the concentration at half of the fitted maximal effect; % of control where 0% means no effect; many of its hits are not listed in these tables
PKM2 activator: qHTS Assay for Activators of Human Muscle isoform 2 Pyruvate Kinase; hit rate 0.34% among 260,000; Potency, µM (highest dose often 57.5 µM), for inactives: top-dose activation, usual class: activators; purified PKM2, Kinase-Glo ATP luminescence, activation; response scale: 0% is enzyme alone, no compound; AID 1631, 2009; Pyruvate kinase PKM (Homo sapiens), P14618; further: potency means the concentration at half of the fitted maximal effect; on the % scale 0 is the no-effect control and ±100 the full control effect; nearly all actives have a fitted effect of over 55% in size
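Purified hPK-M2 (>95%) run at intermediate activity with 0.1 mM ADP and 0.5 mM PEP in 50 mM imidazole pH 7.2, KCl, MgCl2; 1 h room temperature. ATP formed read by Kinase-Glo luminescence; normalized to uninhibited and no-enzyme controls.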
MBNL1-CUG inh: qHTS Assay for Inhibitors of MBNL1-poly(CUG) RNA binding; hit rate 0.036% among 280,000; Muscleblind-like protein 1 (Homo sapiens), Q9NR56; Potency, µM (series often up to 57.5 µM), for the others: at the highest dose activity change, negative = inhibition, usual class: inhibitors; TR-FRET MBNL1-His/biotin-(CUG)12 binding, 665/545 ratio; active means well fitted inhibition curve with a large enough effect in the signal ratio, with a control signal flat, not every such curve was filed as active; inconclusive means small, poorly fitted or top-dose-only effect, or effect the other way, or a change in a side signal; inactive means no such curve, though single readings can be large or run the other way; the % refers to the signal ratio; further: potency means the concentration at half of the fitted maximal effect; on the % scale 0 is the no-effect control and ±100 the full control effect
Target sequence (Q9NR56 whole entry, looked up): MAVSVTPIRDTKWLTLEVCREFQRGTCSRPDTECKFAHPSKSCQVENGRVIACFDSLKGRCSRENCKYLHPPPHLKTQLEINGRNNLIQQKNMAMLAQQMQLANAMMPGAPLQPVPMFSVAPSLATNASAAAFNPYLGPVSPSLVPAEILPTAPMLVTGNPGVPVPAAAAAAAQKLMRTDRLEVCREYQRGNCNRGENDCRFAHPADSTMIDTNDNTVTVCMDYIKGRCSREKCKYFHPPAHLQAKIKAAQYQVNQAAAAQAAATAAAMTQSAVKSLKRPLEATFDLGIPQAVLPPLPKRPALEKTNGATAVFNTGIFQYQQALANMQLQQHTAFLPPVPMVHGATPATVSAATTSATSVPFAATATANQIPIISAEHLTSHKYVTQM
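MBNL1-His + Biotin-(CUG)12, cpd titration 92 nM–58 uM; Tb anti-His Ab 0.055 ng/ul, SA-XL665 5 nM (final); 60 min RT; ratiometric 665/545 nm, Ex 340 nm; normalized to buffer and full-complex controls.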
RORgamma inh: qHTS for inhibitors of ROR gamma transcriptional activity | Nuclear receptor ROR-gamma (Mus musculus), P51450 | Drosophila S2 Gal4-RORgamma UAS-luciferase reporter, 20 h | Potency, µM (series often up to 53.6 µM), without a hit: top-dose activity change, negative = inhibition, hits mostly inhibitors | hit rate 5.4% among 310,000; further: potency means the concentration at half of the fitted maximal effect; on the % scale 0 is the no-effect control and ±100 the full control effect; nearly all actives have a fitted effect of over 60% in size
Target sequence (P51450 whole entry, looked up, the tested form may be a part): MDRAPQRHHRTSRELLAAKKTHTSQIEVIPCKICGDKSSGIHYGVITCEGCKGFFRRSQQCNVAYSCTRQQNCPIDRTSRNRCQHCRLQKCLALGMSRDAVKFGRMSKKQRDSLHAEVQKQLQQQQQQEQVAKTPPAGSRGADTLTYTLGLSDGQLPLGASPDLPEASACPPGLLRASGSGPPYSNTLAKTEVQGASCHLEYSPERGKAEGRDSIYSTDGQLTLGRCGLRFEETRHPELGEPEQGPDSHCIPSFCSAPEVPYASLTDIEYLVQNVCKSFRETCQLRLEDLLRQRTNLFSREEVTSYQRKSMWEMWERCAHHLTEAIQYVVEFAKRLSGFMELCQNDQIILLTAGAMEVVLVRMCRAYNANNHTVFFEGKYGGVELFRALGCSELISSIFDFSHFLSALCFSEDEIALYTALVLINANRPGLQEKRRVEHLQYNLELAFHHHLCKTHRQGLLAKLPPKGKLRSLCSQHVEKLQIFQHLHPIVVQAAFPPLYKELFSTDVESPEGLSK
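Read-out: Photinus luciferase luminescence; inhibitors lower reporter signal. Insect Schneider cells with Gal4-ROR gamma fusion under metallothionein promoter, UAS reporter; 700 uM final copper sulfate induction, 20 hr, ambient temperature.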
FLuc modulator: qHTS profiling assay for firefly luciferase inhibitor/activator using purifed enzyme and Km concentrations of substrates (counterscreen for miR-21 project); purified FLuc, Km substrates, luminescence inhibition; Potency, µM (titrated, usually from 57.5 µM), for inactives: at the highest dose activity change, negative = inhibition, hits mostly inhibitors; hit rate 6.9% among 360,000; AID 588342, 2011;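 further: potency means the concentration at half of the fitted maximal effect; plate controls were vehicle for no effect and reference inhibitor for full effect; nearly all actives have a fitted effect of over 55% in size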
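Biochemical qHTS of compounds, final roughly 60 µM downward over six points, against 10 nM purified firefly luciferase using Km concentrations of substrates (10 uM D-luciferin, 10 uM ATP) in Tris acetate pH 7.5 buffer; luminescence output.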
Mito fusion yeast: qHTS Assay for Small Molecule Inhibitors of Mitochondrial Division or Activators of Mitochondrial Fusion; S. cerevisiae fusion-defective mutant growth rescue, CellTiterGlo 48 h; Potency, µM (titrated, usually from 46.1 µM), for inactives: top-dose growth rescue (activation), most hits filed as activators; hit rate 0.23% among 320,000;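 further: potency means the concentration at half of the fitted maximal effect; % of control where 0% means no effect; nearly all actives have a fitted effect of over 45% in size; temperature-sensitive fusion mutants such as fzo1-1 at 37 °C on non-fermentable ethanol glycerol medium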
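Growth-rescue viability read-out: after 48 h at the non-permissive 37C in glycerol/ethanol YPEG, yeast mitochondrial fusion mutants are measured by CellTiterGlo luminescence; compounds (23 nl pinned per well) restoring growth score as division inhibitors or fusion activators.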
Numbers without * were called inactive; ? = inconclusive; · = not tested or not shown; & = joins results of further samples; [ ] = dose if it differs, or a comment. Unless noted, the call rests on the fitted dose curve; in most records, active means well fitted curve in the direction sought with a large enough effect; inconclusive means small, poorly fitted or top-dose-only effect, or another doubt; inactive means no such curve, though single readings can be large; an effect the other way counts as inactive or inconclusive. A portion of the library, so the mix of outcomes need not match the whole.

smiles,PKM2 activator,Rab9 prom act,MBNL1-CUG inh,ELG1 DNA repair,RORgamma inh,KCNH2 3.1 inh,NPC1 prom act,Menin-MLL TR inh,FLuc modulator,Mito fusion yeast,VP16 counter
CC(C)Oc1ccc(C(=O)NC2CCCCC2)cc1,-1%,4µM*,0%,?,?,-7,2.8µM*,-5%,11µM*,1%,9%
O=C(OCC(=O)N(Cc1ccccc1)C1CCS(=O)(=O)C1)c1cc2c(s1)CCCC2 (stereo unspecified),-5%,-2%,-6%,-14%,28%,8,-2%,-6%,-11%,19%,-2%
CC(=O)/C(N=Nc1cc2c(c([N+](=O)[O-])c1C)C(C)(C)CC2(C)C)=C(\C)O,1%,-2%,-13%,?,-15%,5,0%,·,0%,-3%,-4%
O=C1Nc2cccnc2Sc2ccccc21,-4%,-7%,0%,1%,-3%,2,-3%,4%,5%,5%,-3%
CSc1cccc(NC(=S)N(CCCN2CCC(C)CC2)Cc2cccs2)c1,-4%,-9%,10%,-15%,13µM*,-19,-2%,-12%,2%,-7%,8%[10 µM]
C=CCN(CC=C)Cc1cc(=O)n2c(-c3ccccc3)csc2n1,·,1%,2%,1%,-11%,10,-1%,-8%,-5%,3%,4%
COc1cc(OC)nc(NC(=O)COC(=O)C2CCCCC2)n1,-4%,3%,-14%,13%,-25%,10,-2%,-9%,-16%,5%,4%
CCOC(=O)C1=C(C)NC(=O)NC1/C(C)=C/c1ccccc1 (stereo unspecified),0%,-3%,-4%,0%,37%,-9,0%,6%,5%,2%,-8%
CCOc1ccccc1NC(=O)CCS(=O)(=O)c1cccc2nsnc12,5%,-3%,?,-1%,-9%,-4,-1%,-2%,0%&2%,2%,-2%
O=C(CCN1CCOCC1)NNC(=S)NC(=O)c1ccc(Br)cc1,-3%,-2%,·,?,11µM*,8,-26%,22%,-17%,8%,?
O=C(O)c1cc(-c2cccc3ccccc23)nc2ccccc12,·,-2%,8%,-9%,18%,-4,1%,19%,27µM*,-4%,2%
CCc1ccc(C(=O)NNC(=O)c2ccc(=O)n(C)n2)cc1,3%,6%,9%,0%,0%,-13,0%,·,0%,1%,-4%
Cc1csc(C(=O)NCC(=O)NNC(=O)c2cccc(Cl)c2)c1,-3%,7%,-8%,5%,-16%,10,2%,·,-1%,0%,-7%
COc1cc(/C=C/C(=O)O)cc(S(=O)(=O)Nc2cccc(S(=O)(=O)N3CCOCC3)c2)c1OC,-2%,4%,1%,0%,-12%,4,1%,·,1%,-5%,8%
CCC(C(=O)NCCCc1ccccc1)c1ccccc1 (stereo unspecified),-2%,0%,10%,-2%,0%,9,1%,-8%,1%,4%,4%
CCOC(=O)c1c(C)[nH]c(C)c1C(=O)COC(=O)c1cccc(C)c1O,2%,3%,-16%,-20%,-2%,22,-1%,11%,0%,?,-7%
Cc1csc(SCC(=O)N2CCCC2)n1,1%,4%,2%,17%,-10%,2,-6%,-1%,0%,3%,3%
N#CCCSCc1ccc(C(=O)O)o1,-5%,0%,6%,4%,-20%,11,-2%,13%,0%,-5%,-8%
COc1ccc(Cl)cc1S(=O)(=O)N1CCN(C)CC1,-4%,-3%,-21%,8%,0%,6,1%,15%,1%,-6%,-2%
O=C(CN1CCN(c2ccccc2F)CC1)N1CCc2ccccc21,·,11%,3%,?,9%,-6,0%,·,1%,10%,1%
O=C(O)CCCn1cc(NC(=O)COc2ccccc2[N+](=O)[O-])cn1,1%,-9%,15%,3%,0%,-5,2%,6%,4%,0%,-5%
O=C1C2CCCN2C(c2ccccc2)N1c1ccc(Cl)cc1 (stereo unspecified),8%,-3%,-7%,?,-1%,0,1%,-1%,0%,-3%,4%
O=C(N/N=C/c1cccn1-c1ccccc1)c1ccncc1,0%,0%,?,4%,3.5µM*,-2,-3%,13%,-7%,-3%,20µM*
O=C(NCCc1csc(-c2cccnc2)n1)c1ccccc1Br,-2%,-2%,5%,?,-1%,4,1%,·,17µM*,0%,-13%
COc1cc(/C=C/C(=O)NCC2CCCCC2)cc(OC)c1OC,-3%,-8%,-2%,14%,29%,-5,2%,-21%,3%,-8%,-2%

smiles,PKM2 activator,Rab9 prom act,MBNL1-CUG inh,ELG1 DNA repair,RORgamma inh,KCNH2 3.1 inh,NPC1 prom act,Menin-MLL TR inh,FLuc modulator,Mito fusion yeast,VP16 counter
CSCCNC(=O)c1ccc2nc(Cc3ccccc3F)oc2c1,-1%,2.8µM*,-2%,?,22%,17,2.5µM*,0%,19µM*,1%,-1%
CC(=O)Nc1ccc(NC(=S)NC(=O)c2ccc([N+](=O)[O-])c(C)c2)cc1,-17%,26%,57%[activator],?,-2%,-6,7%,2%,-1%,3%,-17%
CCOC(=O)C1=C(C)N(C)C(=S)NC1c1ccc(Cl)cc1 (stereo unspecified),0%,2%,-6%,?,?,5,-1%,-19%,-1%,-7%,3.5µM*
NNC(=O)c1sc(-c2ccc(Cl)cc2)cc1N,1%,?,?,?,34%,-7,18%,?,?,24%,?
COc1ccc(-c2noc(CCC(=O)Nc3cc(Cl)c(OC)cc3OC)n2)cc1,?,-1%,11%,1%,14%,-2,0%,?,8.5µM*,5%,-10%
CCCOC(=S)N/C(=N\S(=O)(=O)c1ccccc1)c1ccccc1,-3%,-3%,-10%,-12%,?,1,1%,1%,3%,-4%,-3%
O=C1c2cc(O)c(O)cc2S(=O)(=O)C1c1ccccc1 (stereo unspecified),·,0%,·,4%,·,?,0%,·,-9%,-7%,·
O=C(COC(=O)COc1ccc(Cl)cc1)NC1CCCCC1,-3%,-4%,2%,0%,-2%,-10,0%,29%,0%,-1%,-4%
CCCSc1nnc(N2C(=O)C(O)=C(C(=O)c3ccco3)C2c2ccccc2F)s1 (stereo unspecified),·,-1%,48%[activator],13%,0%,-5,1%,?,-3%,4%,3%
COC(=O)C1CCN(C(=O)NC2CCCCC2)CC1,-2%,-6%,-2%,-4%,-1%,-1,-2%,4%,-1%,1%,3%
O=C(CN1C(=O)c2ccccc2S1(=O)=O)N1CCN(c2ccccc2F)CC1,-18%,9%,-11%,?,-26%[0.365 µM],2,3%,3%,?,1%,·
O=C(Nc1ccc2c(c1)OCCO2)c1c(F)cccc1F,1%,3.2µM*,1%,?,8%,-9,2.5µM*,5%,6µM*,6%,-15%
Cc1ccc(NC(=O)[C@H](NC(=O)[C@@H]2Cc3ccccc3CN2)c2ccccc2)c(C)c1,·,-6%,0%,0%,7%,-11,-4%,·,-14%,-4%,-6%
COc1ccc(OC)c(S(=O)(=O)n2ccnc2C)c1,-1%,-1%,-3%,-9%,-14%,-4,0%,·,-1%,1%,5%
COc1ccc(S(=O)(=O)Nc2cc(OC)c(NC(=O)c3ccco3)cc2OC)cc1,2%,-2%,-3%,?,0%,1,-1%,3%,2%,3%,12%
CC(NC(=O)CN(C)S(=O)(=O)c1ccc(Br)s1)c1ccccc1 (stereo unspecified),0%,-6%,0%,4%,39%,-7,2%,?,-2%,4%,18%
